Tb PFK inh – T. brucei PFK enzyme inhibition; Potency, µM (titrated, usually from 57.5 µM), for inactives: at the highest dose activity, negative = inhibition, usual class: inhibitors; T. brucei PFK, ADP-Glo luminescence; hit rate 0.17% among 330,000; O15648;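 further: potency means the concentration at half of the fitted maximal effect; 0% = uninhibited 1x PFK enzyme wells and -100% = no-enzyme wells; nearly all actives have a fitted effect of over 60% in size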
Target sequence (O15648 whole entry, looked up): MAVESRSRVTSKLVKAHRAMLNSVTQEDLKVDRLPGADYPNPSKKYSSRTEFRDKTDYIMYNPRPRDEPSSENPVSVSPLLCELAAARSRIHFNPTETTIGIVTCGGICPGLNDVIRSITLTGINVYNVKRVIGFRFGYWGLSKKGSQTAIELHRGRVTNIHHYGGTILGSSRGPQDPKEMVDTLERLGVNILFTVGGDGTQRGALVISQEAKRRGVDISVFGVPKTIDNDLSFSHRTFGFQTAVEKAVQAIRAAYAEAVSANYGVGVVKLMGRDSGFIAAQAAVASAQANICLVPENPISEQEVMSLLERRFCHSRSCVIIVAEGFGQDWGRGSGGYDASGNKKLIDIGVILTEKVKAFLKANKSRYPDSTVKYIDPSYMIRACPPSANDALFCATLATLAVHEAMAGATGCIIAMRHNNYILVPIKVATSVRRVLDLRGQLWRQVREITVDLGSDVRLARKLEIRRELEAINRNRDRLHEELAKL
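Activity is normalized to no-enzyme wells (full inhibition) and 1.25 nM enzyme wells (no inhibition). Reaction: 0.5 mM F6P, 0.1 mM ATP, 45 min RT, ADP-Glo luminescence; concentration-response curves fitted and classed by quality.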
Chronic BCR inh – chronic active BCR signaling inhibition; ABC-DLBCL IkBa-CBG/CBR reporter, luminescence ratio, 4 h; Potency, µM (doses to about 46.1 µM), for the others: top-dose ratio change, negative = lower green/red ratio, hits mostly inhibitors; hit rate 0.05% among 340,000; AID 493014; active means well fitted inhibition curve with a large enough effect in the signal ratio, with a control signal flat, not every such curve was filed as active; inconclusive means small, poorly fitted or top-dose-only effect, or effect the other way, or a change in a side signal; the % refers to the signal ratio;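 further: potency means the concentration at half of the fitted maximal effect; plate controls were basal doxycycline-induced cells for no effect and cells given 10 µM MG132 for full effect; MG132 reads +100%, hits lower the ratio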
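Concentration-response series (up to 46 uM) were applied to TMD8 dual-reporter cells for 4 h at 37C with doxycycline. Green/red ratio, after filter-overlap correction, defined %Activity; red signal alone was normalised to basal cells and zero luminescence.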
Integrin act MD – integrin-mediated muscular dystrophy alleviation activation | hit rate 0.064% among 350,000 | Potency, µM (top dose mostly 38.3 µM), for the others: top-dose activation, hits mostly activators | alpha7betagal myoblasts, beta-gal FDG fluorescence, 48 h;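 further: potency means the concentration at half of the fitted maximal effect; 100% = response of the positive control SU9516; nearly all actives have a fitted effect of over 60% in size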
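alpha7betagal+/- myoblasts (passage 13, 250/well) treated 48 h at 37C with compounds at 1:260 dilution of DMSO stock. Lysed, then beta-galactosidase activity read as FDG fluorescence (ex 480/em 540) after 30 min, with pre-read for autofluorescence.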
Menin-MLL TR inh – menin-MLL binding inhibition, Texas Red mutant peptide; O00255; Menin + Texas Red MLL mutant peptide, fluorescence polarization; Potency, µM (top dose mostly 61.6 µM), without a hit: at the top dose FP activity change, negative = inhibition, actives largely listed as inhibitors; hit rate 0.23% among 270,000; active means well fitted inhibition curve with a large enough effect in the polarisation, with a control signal flat, not every such curve was filed as active; inconclusive means small, poorly fitted or top-dose-only effect, or effect the other way, or a change in a side signal; inactive means no such curve, though single readings can be large or run the other way; the % refers to the polarisation; further: potency means the concentration at half of the fitted maximal effect; % of control where 0% means no effect; many of its hits are not listed in these tables
Target sequence (O00255 whole entry, looked up): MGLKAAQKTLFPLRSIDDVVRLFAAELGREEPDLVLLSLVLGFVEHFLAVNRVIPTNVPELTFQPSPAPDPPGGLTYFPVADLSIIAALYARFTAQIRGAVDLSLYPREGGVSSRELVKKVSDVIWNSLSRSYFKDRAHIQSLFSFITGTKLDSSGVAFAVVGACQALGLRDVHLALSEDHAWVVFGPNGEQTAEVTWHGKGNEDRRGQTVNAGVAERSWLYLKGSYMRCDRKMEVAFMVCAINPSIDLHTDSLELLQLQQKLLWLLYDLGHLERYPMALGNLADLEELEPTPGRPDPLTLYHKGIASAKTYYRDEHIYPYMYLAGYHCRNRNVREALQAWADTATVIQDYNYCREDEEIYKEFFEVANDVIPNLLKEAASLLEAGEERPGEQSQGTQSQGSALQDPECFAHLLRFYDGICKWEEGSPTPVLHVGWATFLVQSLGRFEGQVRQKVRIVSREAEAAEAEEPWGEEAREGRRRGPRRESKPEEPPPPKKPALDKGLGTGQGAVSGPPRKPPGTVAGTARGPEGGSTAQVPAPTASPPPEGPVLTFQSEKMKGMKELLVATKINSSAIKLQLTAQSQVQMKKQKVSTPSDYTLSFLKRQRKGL
ASM inhibitor – inhibitors of human secretory acid sphingomyelinase | placental ASM, HMU-PC fluorogenic substrate, 60 min | hit rate 0.006% among 340,000 | Potency, µM (highest dose often 57.5 µM), inactives show top-dose activity change, negative = inhibition, actives largely listed as inhibitors | AID 504937; further: potency means the concentration at half of the fitted maximal effect
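qHTS format. ASM enzyme prepared from human placenta hydrolyses the fluorogenic substrate HMU-PC0 (9 uM final) over 60 min at 37 °C after a 10 min compound preincubation.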
GALK inhibitor – galactokinase (human) inhibition. Purified GALK, Kinase-Glo residual ATP luminescence. Potency, µM (series often up to 57.5 µM), for inactives: top-dose activity change, negative = inhibition, hits mostly inhibitors. hit rate 0.007% among 270,000; further: potency means the concentration at half of the fitted maximal effect; on the % scale 0 is the no-effect control and ±100 the full control effect
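Quantitative HTS: GALK 5 nM, ATP 35 uM, galactose 100 uM, 1 h room temperature, then luciferase-based ATP detection.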
B2AR arrestin – recruits beta-arrestin to the human beta2-adrenergic receptor; P07550; beta-arrestin recruitment to beta2AR, cell-based reporter; Potency, µM (top dose mostly 46.1 µM), for inactives: top-dose activation, usual class: activators; hit rate 0.02% among 330,000; AID 492947;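 further: potency means the concentration at half of the fitted maximal effect; 0% = DMSO controls and full agonism = EC100 isoproterenol or metaproterenol; nearly all actives have a fitted effect of over 65% in size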
Giardia killer – Giardia lamblia killing | Giardia lamblia trophozoite viability | AID 540267 | hit rate 0.15% among 340,000 | activity change, % at 7.66 µM, hits read low; in the data active means activity change below about -80%; inconclusive means between about -30% and that limit;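 further: parasites exposed to compound for two days anaerobically before the ATP read; on the % scale 0 is the no-effect control and ±100 the full control effect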
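Anaerobic 48 hrs incubation at 37 deg C of 100 trophozoites/well with test compounds; ATPLite 1-Step luminescence, 15-30 min RT, reports cellular ATP as viability.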
TSG101-PTAP inh – blocks PTAP/TSG101 interaction to inhibit HIV-1 budding; Fluorescence polarization, FITC-PTAP peptide / Tsg101 binding; Potency, µM (series often up to 115 µM), without a hit: at the top dose activity change, negative = inhibition, usual class: inhibitors; Q99816; 340,000 tested, under 10 active; active means well fitted inhibition curve with a large enough effect in the main read-out, with a control signal flat, not every such curve was filed as active; inconclusive means small, poorly fitted or top-dose-only effect, or effect the other way, or a change in a side signal; inactive means no such curve, though single readings can be large or run the other way; further: potency means the concentration at half of the fitted maximal effect; % of control where 0% means no effect
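Fluorescence anisotropy tracks displacement of a FITC-tagged PTAP peptide (50 nM) from the Tsg101 binding domain (10 uM), following a 20 min room-temperature incubation at pH 7.5.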
FBPA coupling cs – counter-screen for Giardia aldolase inhibitors: coupling enzyme system; coupling enzyme system counterscreen, AmpLite Red fluorescence; hit rate 0.67% among 290,000; activity change, negative = inhibition, % at 58.2 µM, hits read low; AID 2472; in the data active means activity change below about -30%; further: on the % scale 0 is the no-effect control and ±100 the full control effect
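Fluorescence at 525 nm excitation and 598 nm emission measured inhibition of the coupled detection system without aldolase. Compounds (at 57.5 uM final) were preincubated 10 min at room temperature with coupling enzyme reagent before a 20 min substrate/AmpLite Red step.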
PKM2 act – increases activity of human pyruvate kinase M2; P14618; purified PKM2, Kinase-Glo ATP luminescence, activation; response scale: 0% is enzyme alone, no compound; Potency, µM (series often up to 57.5 µM), for inactives: at the top dose activation, usual class: activators; hit rate 0.34% among 260,000; AID 1631; further: potency means the concentration at half of the fitted maximal effect; on the % scale 0 is the no-effect control and ±100 the full control effect; nearly all actives have a fitted effect of over 55% in size
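Kinase-Glo luminescence reports ATP generated from ADP (0.1 mM) and PEP (0.5 mM) by purified hPK-M2 after 1 h at room temperature, pH 7.2 imidazole buffer; intermediate enzyme activity allows detecting inhibitors and activators.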
* = called active by the depositor; ? = inconclusive; . = no result given; [ ] = dose if it differs, or a comment. Unless noted, the call rests on the fitted dose curve; in most records, active means well fitted curve in the direction sought with a large enough effect; inconclusive means small, poorly fitted or top-dose-only effect, or another doubt; inactive means no such curve, though single readings can be large; an effect the other way counts as inactive or inconclusive. Some of the compounds tested. The share of hits here may be higher or lower than overall.

mol	B2AR arrestin	GALK inhibitor	Menin-MLL TR inh	FBPA coupling cs	ASM inhibitor	Integrin act MD	TSG101-PTAP inh	Chronic BCR inh	PKM2 act	Giardia killer	Tb PFK inh
COC1=C(N)C(=O)c2nc(-c3nc(C(=O)O)c(C)c(-c4ccc(OC)c(OC)c4O)c3N)ccc2C1=O	-2.2%	8.9µM*	?	-64*	2%	.	-3%	?	-1%	?	?
O=C(CSc1nccc(=O)[nH]1)NC1CCCc2ccccc21 (stereo not drawn)	0.1%	-2%	.	7	2%	10%	-2%	2%	-6%	-15	-5%
COC(=O)[C@@H](NC(=O)c1ccccc1)[C@@H](C)O	0.4%	.	-1%	0	5%	-6%	-1%	-1%	2%	-29	2%
COCCCN=C1NN=C(c2cc(C)n(Cc3ccco3)c2C)CS1	-0.6%	2%	4%	0	0%	-51%[inhibitor]	-2%	?	5%	7	7%
COc1ccc(Br)cc1CN(C)CC(=O)Nc1cccc(S(=O)(=O)N2CCCC2)c1	-0.6%	.	.	.	-4%	-62%[inhibitor]	4%	?	.	-14	2%
CC(=O)c1ccc(NC(=O)CN2CCN(c3ccccc3)CC2)cc1	-1.2%	2%	-15%	10	-1%	-9%	1%	-3%	0%	-2	3%
CCSC1=NCCN1C(=O)c1ccc(S(=O)(=O)N(C)C)cc1	-0.2%	-1%	7%	7	1%	14%	-4%	-1%	-3%	3	-1%
CCSC1=N/C(=C\c2cccnc2)C(=O)N1c1ccccc1	-0.5%	1%	8%	3	231%[activator]	-22%	-2%	4%	12%	0	0%
CC(=O)N(Cc1c(C#N)c2ccccc2n1C)c1ccccc1	-0.1%	0%	?	1	2%	19%	1%	3%	-1%	-21	-9%
O=C(CSc1nnc(-c2ccccc2F)n1C1CC1)NCc1ccco1	-0.2%	.	.	.	0%	-14%	-3%	0%	.	27	-8%
CC1=CC(C)(C)N(C(=O)CSc2ncn[nH]2)c2ccccc21	-0.8%	3%	-2%	5	0%	5%	3%	-22%	-1%	-1	2%
O=C(CN(C(=O)CCC(=O)Nc1nccs1)c1cccc(F)c1)NCc1ccc2c(c1)OCO2	0.3%	-4%	?	1	2%	-4%	-4%	2%	0%	4	6%
CN(Cc1ccc(F)cc1)C(=O)c1cc(COc2ccc(F)cc2F)on1	-0.7%	8%	-8%	0	1%	17%	0%	7%	2%	23	-5%
CC1(c2ccc(C#N)cc2)NC(=O)N(CC(=O)Nc2cc(S(=O)(=O)N3CCOCC3)ccc2Cl)C1=O (stereo not drawn)	0.0%	-1%	-9%	0	1%	3%	-5%	-16%	-11%	-25	-7%
COc1cnn(-c2cc(Oc3ccc(C)cc3)ncn2)c(=O)c1Cl	-0.1%	0%	-1%	0	-1%	5%	-2%	4%	-5%	-16	5%
COc1ccc(CNC(=O)c2cc(C)nc3ccccc23)cc1OC	-0.1%	0%	-7%	1	-1%	-24%	-1%	1%	-8%	6	-1%
OCCC1CN(Cc2cccn2-c2nccs2)CCN1CCc1ccccc1 (stereo not drawn)	-0.3%	0%	-22%	2	3%	?	1%	-3%	-32%	4	-4%
N/C(=N\OC(=O)c1cccs1)C1(c2ccc(Cl)cc2Cl)CC1	-0.1%	1%	.	3	-2%	9%	0%	?	9%	0	-5%
Cc1cccc(-c2nnc(SCC(=O)Nc3nc4c(s3)CCCC4)n2C)c1	-0.3%	1%	-13%	3	-3%	-29%	3%	-3%	-4%	0	-4%
Oc1c(Br)cc(Br)cc1CNc1ccccn1	-0.2%	6%	.	-7	-1%	3%	2%	?	-3%	10	-3%
COc1ccc(/C=N/N=C2\CC3CCC2(C)C3(C)C)cc1O (stereo not drawn)	0.3%	1%	0%	0	0%	2%	-5%	?	-15%	-11	-3%
Cc1ccc(C(=O)CSc2nnc(-c3ccccc3N)n2C)cc1	0.3%	3%	5%	-1	0%	-33%	-4%	1%	-8%	-9	1%
Cn1c(=O)n(C)c2cc(NS(=O)(=O)c3ccccc3[N+](=O)[O-])ccc21	0.0%	-4%	.	.	-3%	3%	-5%	-9%	?	-7	1%
O=C(O)c1cccnc1SC1CC(=O)N(Cc2ccccc2)C1=O (stereo not drawn)	-0.3%	-2%	-12%	-2	3%	14%	-1%	1%	1%	-24	-2%
COc1cc2c(cc1OC)C1O[C@](CCCCN3C(=O)c4ccccc4C3=O)(C2)OC2=C1C(=O)CCC2	-0.1%[9.22 µM]	.	2%[11.7 µM]	0	.	.	.	?	3%[11.5 µM]	.	1%[11.5 µM]
O=C1CC(c2ccccc2)c2cccc(F)c21 (stereo not drawn)	0.3%	4%	-10%	3	8%	1%	-3%	6%	.	17	-5%
COc1ccc(-c2nc(CS(=O)(=O)CC(=O)NCCCc3ccccc3)c(C)o2)cc1	0.3%	3%	?	1	-17%	-20%	-1%	1%	.	-15	1%
O=C(CS(=O)(=O)c1c[nH]c2ccccc12)N1CCCCC1	0.3%	1%	-2%	-1	4%	2%	-9%	0%	4%	23	3%
Cc1ccc(-n2c(C)cc(C)c(C#N)c2=O)cc1	0.5%	8%	8%	0	3%	13%	0%	2%	-4%	-17	-1%
COc1ccc2oc(C(=O)NCCc3ccccc3)c(C)c2c1	0.0%	.	.	.	0%	-18%	-3%	10%	.	-10	-1%
CCC(C(=O)OCC(=O)NC(=O)NC(C)(C)C)c1ccccc1 (stereo not drawn)	4.5%	8%	?	1	0%	-17%	2%	2%	-12%	10	-3%
O=C1C2C3C=CC(C4CC34)C2C(=O)N1/N=C/c1c[nH]c2ccccc12 (stereo not drawn)	0.6%	-1%	-9%	6	-2%	5%	-2%	?	-3%	7	-3%
COc1ccc(-c2ccc(Nc3ccc(C(=O)N4CCOCC4)cc3)nn2)cc1OC	-0.4%	0%	-24%	4	2%	19%	-2%	?	?	-14	-6%
O=C(C1=C[C@@H](C2CCCCC2)C[C@@H](OCCCCO)O1)N1CCN(Cc2ccc3c(c2)OCO3)CC1	0.1%	-5%	?	4	3%	-7%	-5%	?	-3%	?	-1%
COc1ccc(/C=C/C(=O)NCCN=C2NS(=O)(=O)c3ccccc32)cc1	-1.0%	-1%	6%	-1	-3%	19%	-6%	-6%	-11%	9	4%
CCn1cc(C(=O)NCCc2ccc(Cl)cc2)c(=O)c2cc(S(=O)(=O)N(C)C)ccc21	-0.7%	-1%	24%	-2	-1%	-9%	-6%	?	.	20	-8%
CC(C)CCNC(=O)C(c1ccncc1)N(C(=O)Cn1nnc(-c2ccc(F)cc2)n1)c1ccccc1F (stereo not drawn)	0.1%	11%	8%	1	5%	-21%	-1%	4%	-1%	12	0%
COc1ccc(OC)c(S(=O)(=O)N2c3ccccc3CC2C)c1 (stereo not drawn)	-0.1%	2%	-18%	-1	-3%	-14%	-10%	-1%	-1%	-3	-3%
O=S(=O)(c1ccc(Br)cc1)c1nc(-c2ccco2)oc1NCC1CCCO1 (stereo not drawn)	-0.2%	-2%	-3%	0	3%	18%	-3%	3%	3%	4	-2%
CCCOc1ccc(/C(O)=C2/C(=O)C(=O)N(CCN(C)C)C2c2ccco2)cc1 (stereo not drawn)	0.6%	0%	18%	-5	-1%	-12%	-1%	?	7%	-3	-9%
COc1ccc(C2CC(=O)CC(=O)C2n2cncn2)cc1 (stereo not drawn)	-0.5%	-1%	-1%	4	1%	22%[7.66 µM]	-5%	-3%	2%	6	-3%[0.46 µM]
CC(C)OC(=O)NS(=O)(=O)c1cccc([N+](=O)[O-])c1	-0.1%	2%	0%	0	0%	14%	1%	-10%	-2%	-5	-5%
Cc1ccc2nsnc2c1S(=O)(=O)N1CCOCC1	0.2%	2%	11%	-4	-2%	3%	3%	?	26%	3	-1%
Cc1ccc(Sc2ncccc2C(=O)NC2CCCCCC2)cc1C	3.6%	-1%	4%	3	0%	-11%	0%	0%	1%	11	?
O=C(Nc1ccc2[nH]c(=O)[nH]c2c1)c1cccc([N+](=O)[O-])c1	0.1%	-1%	42%[activator]	1	-7%	7%	-1%	-1%	?	40[activator]	3%
O=C(CSc1nccc(=O)[nH]1)NN(c1ccccc1)c1ccccc1	-0.3%	8%	14%	0	0%	8%	-1%	-4%	2%	-5	1%
CSc1cccc(CNC(=O)C2CCC(=O)N(CCc3ccccn3)C2)c1 (stereo not drawn)	-0.3%	4%	3%	3	-1%	-8%	.	6%	4%	5	-5%

Bioassay records (PubChem)
